# Assay outcomes: PubChem, National Center for Advancing Translational Sciences (NCATS)
# ERK EGF inh – inhibitors of EGF-stimulated ERK signaling pathway; HEK293-V1b, EGF-stimulated phospho-ERK AlphaScreen; Potency, µM (top dose mostly 11.5 µM), without a hit: at the top dose activity change, negative = inhibition, usual class: inhibitors; actives 0.41% (n = 130,000); active means well fitted inhibition curve with a large enough effect; inconclusive means small, poorly fitted or top-dose-only effect, or effect the other way;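 further: plate controls were stimulated vehicle wells for no effect and unstimulated vehicle basal for full effect; nearly all actives have a fitted effect of over 55% in size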
#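 Phospho-ERK1/2 measured by AlphaScreen (SureFire) after 5 min 25 nM EGF stimulation of V1b-expressing HEK293 cells preincubated 30 min at 37C with titrated compounds; data scaled to DMSO and EGF controls, Hill-fitted AC50.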
# Active calls of the source: *; ? = inconclusive; & = joins results of further samples. Potency means the concentration at half of the fitted maximal effect.
SMILES,ERK EGF inh
C[C@]12CC[C@H]3[C@@H](CCC4=CC(=O)CC[C@@]43C)[C@@H]1CC[C@@H]2C(=O)CO,?
CCC1C(=O)OCC1Cc1cncn1C (stereo not given),-9.1%&-7.8%

# The list is partial (hit frequency here may not be typical).
